From PubChem
TEAD-YAP inh – TEAD-YAP interaction inhibition; AID 1259422; 1.4% of 640,000 active; HEK-TIYL cells, TEAD-Gal4/YAP UAS-luciferase luminescence; inhibition, % at 9.12 µM; in the data active = inhibition above about 32%;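 also: 0% = median of test compound wells and 100% = reference inhibitor wells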
FBW7 activator – activators of human E3 ligase FBW7; 0.13% of 650,000 active; AID 1259310; normalized activity (activation), % at 26.1 µM; Q969H0; AlphaScreen FBW7–phospho-cyclin E peptide binding, activator screen; in the data active = normalized activity above about 1.9%;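 also: purified mutant Fbw7 with reduced substrate affinity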
GPR151 ag – activates the human receptor GPR151; Q8TDV0; PathHunter beta-arrestin GPR151 cells, luminescence; activation, % at 11.2 µM; 1% of 650,000 active; AID 1508602; in the data active = activation above about 4.9%;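 also: 0% = median of compound wells and 100% = cells with positive control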
Target sequence (Q8TDV0 whole entry, looked up): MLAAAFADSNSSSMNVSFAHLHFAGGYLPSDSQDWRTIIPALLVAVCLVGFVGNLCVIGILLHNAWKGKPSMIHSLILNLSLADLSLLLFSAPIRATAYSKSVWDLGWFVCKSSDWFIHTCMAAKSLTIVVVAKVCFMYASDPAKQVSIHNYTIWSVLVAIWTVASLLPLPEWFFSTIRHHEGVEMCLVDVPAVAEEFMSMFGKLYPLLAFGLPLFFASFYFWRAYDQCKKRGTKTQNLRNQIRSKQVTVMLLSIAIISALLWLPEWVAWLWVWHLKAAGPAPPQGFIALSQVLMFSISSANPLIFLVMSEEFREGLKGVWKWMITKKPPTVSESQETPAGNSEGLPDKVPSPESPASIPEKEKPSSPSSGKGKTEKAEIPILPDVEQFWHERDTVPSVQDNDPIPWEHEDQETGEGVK
MITF inh – blocks human microphthalmia-associated transcription factor. AlphaScreen MITF homodimerization, bead proximity signal. inhibition, % at 2.6 µM. 0.91% of 650,000 active; in the data active = inhibition above about 50%;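 also: 0% = vehicle wells with protein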
Target sequence (O75030 whole entry, looked up): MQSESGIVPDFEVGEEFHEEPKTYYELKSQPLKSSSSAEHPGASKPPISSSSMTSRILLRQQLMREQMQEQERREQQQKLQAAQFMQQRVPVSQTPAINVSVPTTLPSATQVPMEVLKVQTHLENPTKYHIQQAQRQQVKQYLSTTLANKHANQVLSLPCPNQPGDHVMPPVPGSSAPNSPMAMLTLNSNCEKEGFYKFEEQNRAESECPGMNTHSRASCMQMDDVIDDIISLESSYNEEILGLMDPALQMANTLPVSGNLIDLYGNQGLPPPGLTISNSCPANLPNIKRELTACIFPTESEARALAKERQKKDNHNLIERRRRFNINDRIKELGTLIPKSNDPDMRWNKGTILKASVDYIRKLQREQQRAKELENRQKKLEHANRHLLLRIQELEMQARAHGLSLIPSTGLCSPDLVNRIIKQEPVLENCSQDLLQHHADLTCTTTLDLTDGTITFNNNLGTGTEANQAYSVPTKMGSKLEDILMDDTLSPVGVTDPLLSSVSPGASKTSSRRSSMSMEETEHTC
Numbers without * were called inactive; / = no result given; & = joins results of further samples. Not a hit list, and some 3.4% of all compounds hit somewhere here.

SMILES	TEAD-YAP inh	FBW7 activator	GPR151 ag	MITF inh
CCOc1ccc(NC(=O)CC2C(=O)N(c3ccc(Cl)cc3)C(=S)N2CCCN2CCC(Cc3ccccc3)CC2)cc1 (configuration not stated)	-17	0.3	-1.5	-1
Nc1cc(Nc2cnccn2)ncn1	4	0.1	0.0	17
CC(C)(C)c1cc(/C=c2\sc3nc4ccccc4n3c2=O)cc(C(C)(C)C)c1O	-11	-0.1	-0.3	-10
CCOCCc1nnc(NC(=O)C2CCCO2)s1 (configuration not stated)	16	0.9	-0.2	14
CCC(OC(=O)CN1C(=O)C(=O)c2ccccc21)C(=O)NC(C)c1ccccc1 (configuration not stated)	1	-0.3	0.0	-8
O=C(NCc1ccco1)C1(c2ccc(Cl)cc2)CCCC1	-1	-0.1	-1.1	1
CC(NC(=O)Cn1c(C(F)(F)F)nc2ccccc21)c1ccccc1 (configuration not stated)	-3	0.2	-0.2	6
O=C(NCc1ccccc1)/C(=C\c1ccc(F)cc1)NC(=O)c1ccco1	-1	0.0	0.8	7
Cc1cc(NC(=O)CSc2nc3c(c(=O)n2CCc2ccccc2)SC(C)C3)no1 (configuration not stated)	-5	0.1	-0.6	-9
O=C(Nc1cccc(C(F)(F)F)c1)NC1(c2ccccc2)CC1	-8	0.1	-0.4	10
COc1ccc(C(=O)N2CCC(n3nnc4cc(F)ccc43)CC2)cc1	-5	-0.1	-0.7	-8
CC1=C(C(=O)OCC2CCCO2)C(c2ccc(-c3ccccc3)cc2)C2=C(CC(C)(C)CC2=O)N1 (configuration not stated)	12	0.7	-1.8	11
CC(NC(=O)C(=O)C1C(=O)Nc2ccccc21)C(=O)O (configuration not stated)	1	0.3	0.5	10
CCN(CC)C(=O)C1CCCN(c2nc3c(NCc4cccc(C(F)(F)F)c4)ncnc3n2C(C)C)C1 (configuration not stated)	-2	0.1	-0.5	-17
CCOCCCNC(=O)c1ccc2c(c1)ncn2-c1cc(OC)ccc1OC	-7	-0.1	0.5	0
COCCn1c(=NC(=O)c2ccc(F)cc2)sc2cc(OC)c(OC)cc21	-6	0.2	3.1	-13
COc1ccc(NC(=O)CCC(=O)N/N=C/c2ccccc2Cl)cc1	5	0.0	0.4	-4
Cc1[nH]c2ccccc2c1C1CC(=O)N(c2ccccc2)C1=O (configuration not stated)	5	-0.1	4.6	-6
Cc1ccc2c(c1)c1c3n2CCN(C(C)c2ccccc2)C3CCC1 (configuration not stated)	8	0.0	3.1	-2
CCOCCc1nnc(NC(=O)c2ccc3c(c2)OCO3)s1	-54	0.0	-0.9	-9
COc1ccc(OC)c(NC(=S)NCC(C)C)c1	-5	-0.1	-1.8	2
CC(C)C[C@H]1NC(=O)[C@H]2CN(C(=O)NC3CCCCC3)CCN2C1=O	12	0.5	-0.8	74*
CCOC(=O)C1(CCOc2ccccc2)CCN(Cc2nc(-c3ccccc3)no2)CC1	1	-0.1	-0.3	11
Cc1ccc(OCc2nn3c(-c4ccncc4)nnc3s2)cc1	2	-0.1	2.0	9
O=[N+]([O-])c1cc(C(F)(F)F)ccc1N/N=C/c1ccc(O)cc1O	-6	0.1	-0.3	9

Record cards (already shown):
CCOCCc1nnc(NC(=O)c2ccc3c(c2)OCO3)s1 reads TEAD-YAP inh: -54; FBW7 activator: 0.0; GPR151 ag: -0.9; MITF inh: -9
O=C(Nc1cccc(C(F)(F)F)c1)NC1(c2ccccc2)CC1 reads TEAD-YAP inh: -8; FBW7 activator: 0.1; GPR151 ag: -0.4; MITF inh: 10

Ordered by count of non-hydrogen atoms (descending): part of the list above.
SMILES	TEAD-YAP inh	FBW7 activator	GPR151 ag	MITF inh
Cc1cc(NC(=O)CSc2nc3c(c(=O)n2CCc2ccccc2)SC(C)C3)no1 (configuration not stated)	-5	0.1	-0.6	-9
Cc1ccc2c(c1)c1c3n2CCN(C(C)c2ccccc2)C3CCC1 (configuration not stated)	8	0.0	3.1	-2
COc1ccc(OC)c(NC(=S)NCC(C)C)c1	-5	-0.1	-1.8	2

The list goes on.
SMILES	TEAD-YAP inh	FBW7 activator	GPR151 ag	MITF inh
CCOc1ccc(-c2[nH]c(=S)[nH]c(=O)c2C#N)cc1	3	0.6	0.4	14
Nc1cc(Nc2ccccc2CO)c(C(F)(F)F)cn1	5	-0.1	-0.2	-6
O=C(CC1=CCCCC1)N1CCCC(CNS(=O)(=O)Cc2ccccc2)C1 (configuration not stated)	6	0.1	2.9	6
Cc1nc2nc[nH]n2c(=O)c1CCC(=O)N1CCCCC1	1	0.1	0.4	-2
COc1ccc2c(c1)sc1ncc(C(=O)Nc3cc(C(C)(C)C)nn3C)c(=O)n12	10	0.5	-0.2	4
Cc1nc2cc(-c3ccccc3)nn2c(C)c1CC(=O)NC(C)c1cccs1 (configuration not stated)	-10	0.3	-0.5	-4
CCOC(=O)c1c(-c2ccc(Cl)cc2)csc1NC(=O)COc1ccc(OC)cc1	-19	0.1	-0.1	-2
COc1ccc(CC(=O)NNC(=O)c2ccccc2Cl)cc1OC	-7	-0.1	-1.2	0
O=C(CNCc1ccco1)NC(c1ccccc1)c1ccccc1	4	-0.1	1.6	22
COc1cc(C2NC(C(=O)O)CS2)ccc1OCC(N)=O (configuration not stated)	10	0.3	-1.0	-3
CCOc1cc(C)nc(N2CCC(C(=O)NCCOC)CC2)n1	-3	-0.3	0.3	0
COc1ccc2c(c1)CN(Cc1ccc3c(c1)OCO3)CO2	-3	0.1	-0.3	8
CC(C)(C)c1ccc(COC(=O)C2=COCCO2)cc1	-28	0.0	-0.2	-1
Cc1cc(C)c(N2C(=O)c3nccnc3C2=O)c(C)c1	7	0.0	2.1	1
O=C(Nc1ccc(Cl)c(C(F)(F)F)c1)c1ccc2c(=O)n(Cc3cccc(Br)c3)c(=S)[nH]c2c1	0	-0.1	6.2*	19
Cc1ncc(-c2ccncc2)c(C2CCCN(C(=O)N3CCOCC3)C2)n1 (configuration not stated)	-12	0.1	-0.3	-6
CCC1CN(CCC(=O)N[C@@H]2CS(=O)(=O)C[C@H]2O)Cc2ccc(Cl)cc2O1 (some centres not stated)	-3	0.1	1.0	5
O=[N+]([O-])c1ccc(CSc2ccc3nnc(-c4ccncc4)n3n2)cc1	-5	-0.6	-0.3	-5
O=C(c1ccccc1Cl)N1CCC(N2CCC(C(=O)N3CCCC3)CC2)CC1	-9	0.1	0.3	9
CCOC(=O)c1c(C)c(C(=O)NCC2CCCO2)c(C)n1CC (configuration not stated)	5	0.0	-0.2	-4
O=C(CN1C(=O)c2ccccc2C1=O)Nc1cc([N+](=O)[O-])ccc1Cl	1	0.0	0.1	-6
O=C(Cc1ccc(F)cc1F)Nc1ccc(Cl)cc1	-2	-0.1	1.3	4
Cc1cc2n(n1)C(c1ccc(O)c(O)c1)Nc1c(C)cccc1-2 (configuration not stated)	-7	-0.3	0.0	-11
Cc1ccccc1Cc1c(C)nc2c(C(=O)N3CCN(c4cccc(Cl)c4)CC3)cnn2c1C	4	0.1	2.9	6
COc1cc(OC)c(Nc2nc3ccc(Cl)cc3n3cnnc23)cc1Cl	-2	-0.2	-1.2	9

The final two records of the section above are carried over, then new ones follow:
SMILES	TEAD-YAP inh	FBW7 activator	GPR151 ag	MITF inh
Cc1ccccc1Cc1c(C)nc2c(C(=O)N3CCN(c4cccc(Cl)c4)CC3)cnn2c1C	4	0.1	2.9	6
COc1cc(OC)c(Nc2nc3ccc(Cl)cc3n3cnnc23)cc1Cl	-2	-0.2	-1.2	9
O=S(=O)(c1ccc(F)cc1F)N1CCN(c2ccc(-c3cccs3)nn2)CC1	-12	0.1	3.0	5
O=S(=O)(O)c1ccc(N/N=C/C2=C(N3CCOCC3)C(=C\c3ccccc3)/CC2)cc1	0	0.0	-1.4	-5
COc1ccc(OC)c(N2C(=O)Nc3cc(Cl)c(Cl)cc3N2O)c1	10	-0.1	0.0	10
CC(C)c1cc(C(=O)N/N=C/c2ccc(Cl)cc2)n[nH]1	-10	0.0	1.0	11
O=C1N[C@@H](COCc2ccccc2)C(=O)N2C[C@@H](NCc3cnn(-c4ccccc4F)c3)C[C@@H]12	-3	-0.1	-0.9	-8
COCCCNC(=O)C1CC(=O)OC1c1ccc(OC)c(OC)c1 (configuration not stated)	-1	0.9	0.7	23
Cc1ccccc1CN1CCN(Cc2ccc3nonc3c2)CC1CCO (configuration not stated)	-6	0.1	0.1	14
CCOC(=O)C1=C(Nc2ccccc2)CC(C)(O)C(C(=O)OCC)C1c1ccc(Cl)cc1 (configuration not stated)	1	0.0	-0.3	-2
O=C(CN1C(=O)NC2(CCc3ccccc32)C1=O)Nc1c(F)cccc1F (configuration not stated)	2	0.1	1.2	0
CCOC(=O)C1=C(C)N(c2ccc(C(=O)O)cc2)C(=O)NC1c1ccc(Cl)cc1 (configuration not stated)	-4	0.1	0.9	13
Cc1ccc(C(=O)Nc2nncs2)cc1S(=O)(=O)N1CCCCC1	6	0.1	-0.2	-10
CCOc1ccc2nc(SC3CC(=O)N(c4ccc(C)cc4C)C3=O)sc2c1 (configuration not stated)	-6	0.1	1.1	0
Cc1cccc(NC(=O)COc2ccc(/C=N\n3cnnc3)cc2)c1	4	0.1	1.1	4
COc1cccc(OC)c1CN1CCC(N(C)Cc2nc3ccccc3[nH]2)CC1	-5	0.1	-2.5	3
CCOc1cc(CN2CCN(Cc3ccc4c(c3)OCO4)CC2)ccc1OC	3	-0.1	3.1	31
C=CCc1cc(/C=C2/NC(=O)NC2=O)cc(OC)c1O	6	0.8	1.1	15
COc1ccc(C2=NC(c3cc(Br)ccc3OC)NC(c3ccccc3O)C2)cc1 (configuration not stated)	-62	-0.2	-0.4	-1
CSc1nc(-c2ccc(Cl)cc2)nn1S(=O)(=O)c1ccc(NC(C)=O)cc1	-22	0.1	0.3	-10
CCOC(=O)c1c(NC(=O)CSc2nnc(CNC(=O)c3cccs3)n2-c2ccc(F)cc2)sc2c1CCCCC2	-7	0.2	-0.6	-21
Nc1c(-c2nc(-c3ccccc3F)no2)nnn1-c1ccc(F)c(Cl)c1	5	0.2	0.4	2
Cc1ccc(C)c(S(=O)(=O)N2CCCOC2CNC(=O)C(=O)NCCC(C)C)c1 (configuration not stated)	16	0.6	-1.1	5
CCCC(=O)NC(=S)Nc1ccc(S(=O)(=O)Nc2cc(C)on2)cc1	-5	-0.1	-0.8	2
O=C(COC(=O)c1cccc(N2C(=O)c3ccccc3C2=O)c1)c1cccc([N+](=O)[O-])c1	-3	-0.2	-0.8	-8
c1cncc(CNc2nc(Nc3ccc(N4CCOCC4)cc3)nc3c2ncn3C2CCCCC2)c1	-3	-0.2	-1.4	14
COCCC(=O)N1CCc2ccc(NC(=O)c3ccccc3Cl)cc2C1	21	-0.2	0.7	0

Part of the list above, reduced to FBW7 activator.
mol	FBW7 activator
c1cncc(CNc2nc(Nc3ccc(N4CCOCC4)cc3)nc3c2ncn3C2CCCCC2)c1	-0.2
Cc1ccccc1CN1CCN(Cc2ccc3nonc3c2)CC1CCO (configuration not stated)	0.1

Other compounds follow:
SMILES	TEAD-YAP inh	FBW7 activator	GPR151 ag	MITF inh
CC(Oc1ccc(Cl)cc1Cl)c1nc(-c2ccccn2)no1 (configuration not stated)	-54	-0.1	0.5	-1
OC(COc1ccccc1F)CN1CCN(c2ccccc2)CC1 (configuration not stated)	7	-0.1	4.2	2
CCOCCOC(=O)C1=C(C)NC2=C(C(=O)CC(C)(C)C2)C1c1ccc(OC)c(O)c1 (configuration not stated)	-10	0.0	-0.7	-6
FC(F)Oc1ccc(/C=N/NC(=S)NCCN2CCOCC2)c(OC(F)F)c1	4	-0.3	3.0	-4
O=C(NCCc1ccccc1F)c1cc(Cc2ccccc2)no1	-30	-0.1	0.0	6
CCCNC(=O)c1ccnc(Nc2cc(OC)c(OC)c(OC)c2)c1	-1	0.2	-0.4	2
Nc1cccc(/C=C/C(=O)c2cccc(N)c2)c1	-10	0.2	0.6	9
CCCNC(=O)c1ccnc(-c2ccc(OC)cc2)c1	-15	0.0	-0.9	-8
COc1cc(OC)cc(C(=O)Nc2nc3ccc(S(C)(=O)=O)cc3s2)c1	-7	0.1	-6.8	2
CCOc1ccc(NC(=O)CCc2c(C)nc3nc(CN)nn3c2C)cc1	14	-0.2	-1.2	3
CC(=NCCc1ccc(F)cc1)C1=C(O)c2ccccc2C1=O	-21	0.0	0.9	1
Cn1cc(S(=O)(=O)Oc2ccc(C(C)(C)C)cc2)c(=O)n(C)c1=O	-10	-0.1	-1.7	-7
CS(=O)(=O)N(CC(=O)NCc1cccnc1)c1cccc([N+](=O)[O-])c1	13	0.1	1.2	7
CC(C)(C)n1nc(Cc2cccc3ccccc23)c2c(N)ncnc21	/	/	1.2&0.7	-2
CNC(=O)CN(c1cc(C(F)(F)F)ccc1Cl)S(C)(=O)=O	-4	0.1	0.5	1
O=C1CSC(c2ccc(F)cc2)N1 (configuration not stated)	-1	0.1	2.1	-10
CCC(Sc1nnc(-c2ccc(C)cc2)c(-c2ccc(C)cc2)n1)C(=O)NC1CCCCC1 (configuration not stated)	7	-0.1	1.9	10
CCCS(=O)(=O)N1CCN(C2CCCCC2)CC1	3	-0.1	-1.7	53*
C=CCn1c(=N)n(CC(O)c2ccc(OCC)cc2)c2ccccc21 (configuration not stated)	-15	0.0	2.4	-17
CCC(CO)Nc1ccnc2c(-c3ccc(N4CCN(C)CC4)nc3)cnn12 (configuration not stated)	5	-0.3	-0.2	-26
Cn1c(=O)c2c(nc(Br)n2C)n(C)c1=O	15	0.0	-1.0	1
COc1cc(OC)c(C(=O)Nc2cccc3c2C(=O)NC3=O)cc1OC	7	0.3	0.4	-3
